HCV inh – qHTS Assay for Inhibitors of Hepatitis C Virus (HCV) | actives 3.4% (n = 340,000) | Huh7.5.1 HCVcc-Cre infection, luciferase reporter, 44 h | Potency, µM (doses to about 41.8 µM), inactives show top-dose activity change, negative = inhibition, actives largely listed as inhibitors; also: potency is read from the fitted curve at half-maximal effect
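Reporter virus HCVcc-Cre (~0.5 moi) infects cells exposed to compound; seeding density 1,000 cells/well with 4 h settling beforehand. Luminescence, 15 sec read, taken 44 h post-infection following a 15 min RT substrate incubation.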
AmpC no deterg – qHTS Inhibitors of AmpC Beta-Lactamase (assay without detergent) | P00811 | AmpC nitrocefin hydrolysis, absorbance 480 nm, 0.0001% Triton | Potency, µM (highest dose often 57.1 µM), for the others: at the top dose activity change, negative = inhibition, actives largely listed as inhibitors | actives 0.52% (n = 330,000) | AID 485341, 2010;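 also: potency is read from the fitted curve at half-maximal effect; plate controls were no compound for no effect and no enzyme for full effect; nearly all actives have a fitted effect of over 20% in size; some results filed as inactive show a strong effect at the top dose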
Target sequence (P00811 whole entry, looked up): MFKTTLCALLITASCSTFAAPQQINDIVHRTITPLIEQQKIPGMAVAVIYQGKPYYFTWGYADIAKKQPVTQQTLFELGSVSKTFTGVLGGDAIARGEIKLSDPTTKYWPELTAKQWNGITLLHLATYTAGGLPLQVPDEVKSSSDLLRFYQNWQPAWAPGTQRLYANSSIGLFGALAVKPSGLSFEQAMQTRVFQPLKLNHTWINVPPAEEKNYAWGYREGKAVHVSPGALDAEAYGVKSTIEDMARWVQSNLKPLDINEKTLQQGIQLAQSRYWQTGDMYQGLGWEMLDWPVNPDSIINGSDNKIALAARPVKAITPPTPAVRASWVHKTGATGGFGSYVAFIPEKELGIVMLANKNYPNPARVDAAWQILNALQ
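AmpC (5.3 nM in the dispensed reagent) in 20 mM phosphate pH 7.0 with 0.01% (detergent screen) or 0.0001% Triton X-100 was preincubated with compounds for 15 min at room temperature. Nitrocefin was then added from an 800 uM solution, and hydrolysis was followed at 480 nm.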
HCMV antiviral – qHTS Assay for inhibitors of the human cytomegalovirus (HCMV); HFF cells, HCMV-luciferase reporter, 72 h; stronger effect = lower value; activity change, negative = inhibition, % at 57.5 µM; actives 4.5% (n = 410,000); in the data active = activity change below about -60%; inconclusive = no clear call, values can overlap the other calls; inactive = above about -39%
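Screen run at 2 compound doses on HFFs infected with reporter HCMV, MOI 1 PFU/cell. Luciferase activity from cell lysates at 72 h post infection gave inhibition relative to buffer-only and Salinomycin wells.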
Sm TGR inh – qHTS Assay for the Inhibitors of Schistosoma Mansoni Peroxiredoxins; Potency, µM (series often up to 114 µM), without a hit: at the top dose activity change, negative = inhibition, actives largely listed as inhibitors; actives 3% (n = 360,000); purified TGR, DTNB reduction, TNB absorbance 405 nm; also: potency is read from the fitted curve at half-maximal effect; nearly all actives have a fitted effect of over 60% in size
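TGR 20 nM + NADPH 100 uM (dispensed conc.), cpd preinc 15 min RT; start with NADPH (500 uM addition) then DTNB (15 mM addition). Kinetic TNB absorbance, 405 nm filter. Four-parameter Hill fit across titration.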
AmpC inh detg – qHTS Inhibitors of AmpC Beta-Lactamase (assay with detergent); P00811; AmpC hydrolysis of nitrocefin, absorbance 480 nm, 0.01% Triton; Potency, µM (highest dose often 114 µM), for inactives: at the highest dose activity change, negative = inhibition, hits mostly inhibitors; actives 0.041% (n = 370,000); AID 485294, 2010;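 also: potency is read from the fitted curve at half-maximal effect; 0% = no-compound wells and -100% = no-enzyme wells; nearly all actives have a fitted effect of over 25% in size; some results filed as inactive show a strong effect at the top dose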
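20 mM phosphate pH 7.0 + 0.01% (detergent screen) or 0.0001% Triton X-100; 5.3 nM AmpC reagent; cpd preinc 15 min RT; nitrocefin (800 uM stock) to start; A480 q20 s × 4 min; Activity was normalised to no-enzyme and no-compound control wells.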
FBPA Giardia inh – qHTS Assay for Inhibitors of Fructose-1,6-bisphosphate Aldolase from Giardia Lamblia. purified Giardia FBPA. Potency, µM (series often up to 59.6 µM), inactives show at the top dose activity, negative = inhibition, actives largely listed as inhibitors. actives 0.71% (n = 290,000). AID 2451, 2010; also: potency is read from the fitted curve at half-maximal effect; nearly all actives have a fitted effect of over 55% in size
Target sequence (A8B2U2 whole entry, looked up): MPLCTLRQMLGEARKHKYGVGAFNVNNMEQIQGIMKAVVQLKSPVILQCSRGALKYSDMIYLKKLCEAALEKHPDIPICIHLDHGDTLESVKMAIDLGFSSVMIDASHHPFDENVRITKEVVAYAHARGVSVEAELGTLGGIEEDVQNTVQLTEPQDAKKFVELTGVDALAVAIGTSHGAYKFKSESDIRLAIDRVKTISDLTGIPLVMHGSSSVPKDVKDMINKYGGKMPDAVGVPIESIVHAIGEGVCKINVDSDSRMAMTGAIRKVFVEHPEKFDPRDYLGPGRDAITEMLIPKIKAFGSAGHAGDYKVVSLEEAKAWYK
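Giardia FBPA (40 nM reagent) was preincubated 10 min at RT with compound (up to 57.5 uM final), then substrate plus GAPDH/TPI/NAD/arsenate coupling system with diaphorase/resazurin was added; resorufin fluorescence (525/598 nm) was read after 20 min.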
Starred values were filed as active, the others as inactive; ? = inconclusive; . = no result given; & = joins results of further samples; [ ] = another dose, or the depositor's remark. Unless noted, calls follow the shape of the dose curve; as a rule, active = well fitted curve in the direction sought with a large enough effect; inconclusive = small, poorly fitted or top-dose-only effect, or another doubt; inactive = no such curve, though single readings can be large; an effect the other way counts as inactive or inconclusive. Unless noted, % is scaled to controls: 0 for no effect and ±100 for the full control effect. No enrichment for hits; about 9.9% have a hit in one of these screens.

#1 COc1ccc(NS(=O)(=O)c2ccc(O)c([N+](=O)[O-])c2)cc1S(=O)(=O)N1CCCCC1
#2 O=C(NCCCN1CCN(c2cccc(Cl)c2)CC1)c1nc(-c2ccncc2)no1
#3 COc1cc2c(cc1OC)-c1cc3ccc4c(c3c[n+]1CC2)OCO4
#4 COC(=O)c1ccccc1NC(=O)CSc1c2c(nc3ccc(Cl)cc13)CCCC2
#5 COc1ccc(CCNC(=O)CNS(=O)(=O)c2ccc(N(C)C)c([N+](=O)[O-])c2)cc1OC
assay / compound	1	2	3	4	5
HCV inh	17%	?	-13%	.	-27%
AmpC no deterg	-22%	42%	-26%	.	-1%
HCMV antiviral	10	-16	-33	-11	-39
Sm TGR inh	.	-9%	-15%	5%	-6%
AmpC inh detg	.	2%	-9%	0%	3%
FBPA Giardia inh	.	6%	?	.	-1%

#6 COC(=O)c1ccc(NC(=O)c2cc(Cl)ccc2OC)cc1
#7 CC(CCc1ccc(O)cc1)NC(c1ccccc1)c1ccc(Cl)cc1 (configuration not stated)
#8 CCOc1ccccc1C(=O)n1nc2nc(C)cc(C)c2c1N
#9 Cc1ccccc1CNC(=O)CCC(=O)N1CCOc2ccc(Cl)cc21
#10 Cc1ccc(C)c(N(CC(=O)NC2CCCC2)S(=O)(=O)c2ccccc2)c1
assay / compound	6	7	8	9	10
HCV inh	1%	?	-5%	-28%	-3%
AmpC no deterg	-6%	-31%	-15%	28%	56%
HCMV antiviral	-21	7	4	-37	-1
Sm TGR inh	11%	8%	5%	-19%	0%
AmpC inh detg	-10%	-7%	1%	-9%	-6%
FBPA Giardia inh	4%	?	-10%	13%	.

#11 COc1ccc(C2/C=C\CN(C(=O)C3CCCCC3)CC(=O)N2Cc2ccc(F)cc2)cc1 (configuration not stated)
#12 CCOC(=O)N1CCC(NC(=O)Cn2cccc2C(=O)c2ccccc2)CC1
#13 O=C(N=Nc1c(O)n(Cc2ccccc2)c2ccccc12)c1ccc(O)cc1
#14 Cc1ccc(N(CCC#N)C(=O)COC(=O)c2nc3nc(C)cc(C)n3n2)cc1
#15 CCN1CCN(c2cc(C)c3cc(NC(=O)c4ccncc4)ccc3n2)CC1
assay / compound	11	12	13	14	15
HCV inh	?	12%	?	15%	-11%
AmpC no deterg	85%[activator]	31%	-54%	-22%	-12%
HCMV antiviral	-5	19	34	-15	14
Sm TGR inh	15%	-7%	-8%	-1%	?
AmpC inh detg	1%	-2%	?	-17%	-12%
FBPA Giardia inh	-2%&5%	-12%	-10%	.	-3%

#16 CN(C(=O)CSc1nc2ccc(NC(=O)c3cccc(F)c3)cc2s1)c1ccccc1
#17 COc1ccc(NC(=O)/C(C#N)=C\c2ccc(-c3cccc(C(=O)O)c3C)o2)cc1
#18 Cc1ccc(CNC(=O)Cn2c3ncccc3c(=O)n2-c2ccccc2)cc1
#19 CCOc1[nH]n(-c2ccccc2)c(=O)c1C=Nc1ccc(C)cc1
#20 Cc1cccn2c(CNCCc3ccco3)c(C(=O)N3CCOCC3)nc12
assay / compound	16	17	18	19	20
HCV inh	.	-1%	.	-16%	-6%
AmpC no deterg	.	-3%	.	-13%	45%
HCMV antiviral	-75*	86	-1	-35	-1
Sm TGR inh	1%	-4%	5%	-8%	-35%
AmpC inh detg	-1%	-6%	-2%	-6%	-5%
FBPA Giardia inh	.	1%	.	1%	-5%

#21 Cc1ccc(S(=O)(=O)N/N=C/c2c[nH]c3ccccc23)cc1
#22 Cc1ccc(N2CCN(S(=O)(=O)c3cc(C(=O)Nc4cc(Cl)cc(Cl)c4)ccc3F)CC2C)cc1 (configuration not stated)
#23 C#CCn1c(=NC(=O)CSC(C)=O)sc2cc(F)ccc21
#24 CCn1cc(C(=O)NCc2ccccc2Cl)cn1
#25 O=S(=O)(c1cccc2ccccc12)N1CCCCC1
assay / compound	21	22	23	24	25
HCV inh	?	.	-7%	16%	4%
AmpC no deterg	-24%	.	-17%	-50%	-25%
HCMV antiviral	-28	-40	.	-19	?
Sm TGR inh	-15%	0%	7%	-2%	0%
AmpC inh detg	4%	4%	7%	-8%	-7%
FBPA Giardia inh	-6%	.	8%	11%	2%

#26 CCC(=O)NNc1ncnc2c1cnn2-c1cccc(C)c1
#27 COC(=O)c1ccccc1NC(=O)COC(=O)c1ccc(C)c(NC(=O)c2ccco2)c1
#28 NC(=S)Nc1ccc2cc[nH]c2c1
#29 CCn1nc(CC(C)C)cc1C(=O)N1CCCC(Nc2ccc(OC)cc2)C1 (configuration not stated)
#30 O=C(Nc1ccc2c(c1)OCO2)C1CCN(Cc2cc3c(cc2O)OCO3)CC1
assay / compound	26	27	28	29	30
HCV inh	-18%	?	23%	0%	13%
AmpC no deterg	-24%	-27%	-16%	99%[activator]	-26%
HCMV antiviral	18	-2	-32	-8	33
Sm TGR inh	-5%	-3%	0%	-19%	2.8µM*
AmpC inh detg	-7%	-19%	?	-10%	?
FBPA Giardia inh	2%	7%	-17%	-6%	-23%

#31 O=C(NC(=S)Nc1ccccc1N1CCOCC1)c1ccc(-c2cc(Cl)ccc2Cl)o1
#32 CCc1cccc(C)c1NC(=O)CN(C)Cc1ccc(Br)cc1
#33 CCCn1c(=O)[nH]c(=O)c2c1nc(-c1cc([N+](=O)[O-])ccc1Cl)n2CCOC
#34 O=C(NCc1ccc(F)cc1Cl)c1ccc(CSCc2ccccc2Cl)o1
#35 COc1ccc(CC(=O)NCCS(=O)(=O)N2CCN(c3ccccc3OC)CC2)cc1
assay / compound	31	32	33	34	35
HCV inh	?	?	-6%	.	-22%
AmpC no deterg	-29%	104%[activator]	-7%	.	86%[activator]
HCMV antiviral	40	?	27	?	-27
Sm TGR inh	-1%	6%	1%	-1%	1%
AmpC inh detg	0%	-2%	0%	5%	?
FBPA Giardia inh	1%	7%	.	.	.

#36 O=C(CCN1C(=O)[C@@H]2Cc3ccccc3CN2C1=O)NCc1ccc(Cl)cc1
#37 COc1ccc(CCNC(=O)Cn2nc(C)n3nc(-c4ccccc4)cc3c2=O)cc1OC
#38 Cc1cc(F)ccc1NS(=O)(=O)c1c(C(=O)N2CCOCC2)c(C)n(C)c1C
#39 O=c1[nH]c2ccc(NC(=S)NCc3ccccc3)cc2[nH]1
#40 COc1ccc(-c2cc3nc(C)c(CCC(=O)NC(C)CCc4ccco4)c(C)n3n2)c(OC)c1 (configuration not stated)
assay / compound	36	37	38	39	40
HCV inh	-6%	-20%	3%	10%	?
AmpC no deterg	53%	24%	-3%	-14%	189%[activator]
HCMV antiviral	-39	-35	66	-30	21
Sm TGR inh	5%	0%	-8%	8.9µM*	21%
AmpC inh detg	5%	-4%	-13%	?	-3%
FBPA Giardia inh	.	.	-5%	-4%	-4%

#41 CCOC(=O)c1ccc(CNC(=O)C2CCC(=O)N(Cc3cccc(OC)c3)C2)o1 (configuration not stated)
#42 COc1ccccc1NC(=O)c1c(NC(=O)c2cccs2)sc2c1CCC(C(C)(C)C)C2 (configuration not stated)
#43 CCOC(=O)c1cc(NC(=O)Nc2ccc(Br)cc2)c(C)nc1C
#44 O=c1cc(CN2CCN(c3ccccc3F)CC2)c2cc(O)c(-c3ccccc3)cc2o1
#45 Cc1ccc(-n2c(=O)c3c(n4cnnc24)-c2ccccc2CC32CCCCC2)cc1
assay / compound	41	42	43	44	45
HCV inh	-1%	.	-5%	3%	2%
AmpC no deterg	29%	.	20%	-52%	1%
HCMV antiviral	3	17	-12	-30	-19
Sm TGR inh	?	1%	5%	-7%	-10%
AmpC inh detg	3%	-5%	6%	-13%	-5%
FBPA Giardia inh	.	.	-9%	-3%	-1%

#46 CS(=O)(=O)N(CC(=O)N1CCCC1)c1cc(Cl)ccc1Cl
#47 COc1cccc(Cn2cc(/C=N/NC(=O)c3cc(O)cc(O)c3)c3ccccc32)c1
#48 O=C(O)c1ccccc1C(=O)NCCc1c(C(=O)O)[nH]c2ccc(Cl)cc12
#49 CCC(C)OC(=O)c1c(N)n(Cc2cccs2)c2nc3ccccc3nc12 (configuration not stated)
#50 Cn1c(SCc2nc3ccccc3c(=O)[nH]2)nnc1-c1ccco1
assay / compound	46	47	48	49	50
HCV inh	11%	23%	7%	?	7%
AmpC no deterg	-2%	7.9µM*	-32%	-18%	-15%
HCMV antiviral	-5	-10	0	14	8
Sm TGR inh	-6%	2%	5%	-24%	?
AmpC inh detg	?	3%	-4%	-15%	-1%
FBPA Giardia inh	-3%	.	8%	-30%	-3%

Complete entries from above. Order of screens: HCV inh, AmpC no deterg, HCMV antiviral, Sm TGR inh, AmpC inh detg, FBPA Giardia inh
Results for O=S(=O)(c1cccc2ccccc12)N1CCCCC1 : 4%, -25%, ?, 0%, -7%, 2%
Results for CCc1cccc(C)c1NC(=O)CN(C)Cc1ccc(Br)cc1 : ?, 104%[activator], ?, 6%, -2%, 7%
Results for Cc1ccc(N2CCN(S(=O)(=O)c3cc(C(=O)Nc4cc(Cl)cc(Cl)c4)ccc3F)CC2C)cc1 (configuration not stated) : ., ., -40, 0%, 4%, .
Results for O=C(NCCCN1CCN(c2cccc(Cl)c2)CC1)c1nc(-c2ccncc2)no1 : ?, 42%, -16, -9%, 2%, 6%
Results for CCn1cc(C(=O)NCc2ccccc2Cl)cn1 : 16%, -50%, -19, -2%, -8%, 11%

More results follow.
#51 C#CCn1c(=NC(=O)c2cc(Cl)sc2Cl)sc2cc(S(N)(=O)=O)ccc21
#52 C/C(O)=C(\N=Nc1cc(C)ccc1O)C(N)=O
#53 CC(C)NC(=O)CN1CCC(c2nc3ccccc3[nH]2)CC1
#54 CCC(C)c1ccc(NC(=O)COc2c(F)c(F)c(C(F)(F)F)c(F)c2F)cc1 (configuration not stated)
#55 CC1(C)NC(=O)N(CC(=O)N2CCN(c3cccc(Cl)c3)CC2)C1=O
assay / compound	51	52	53	54	55
HCV inh	-10%	2%	8%	4%	3%
AmpC no deterg	-12%	-33%	-22%	17%	-4%
HCMV antiviral	-3	2	5	-23	.
Sm TGR inh	-6%	-22%	4%	-3%	1%
AmpC inh detg	0%	-1%	2%	0%	-15%
FBPA Giardia inh	-4%	-7%	.	-6%	.

#56 COc1ccc(NCC(=O)N/N=C2\CCCC(C)C2)cc1 (configuration not stated)
#57 COc1ccc(N2CCN(C(c3ccccc3OC)c3nnnn3C3CCCC3)CC2)cc1 (configuration not stated)
#58 Cc1c(C(=O)OC2CCC(C)CC2)[nH]c2c1C(=O)CCC2 (configuration not stated)
#59 CCC(Cc1ccccc1)NCc1c(C(=O)O)c(C)n(Cc2ccccc2)c1C (configuration not stated)
assay / compound	56	57	58	59
HCV inh	6%	?	-3%	-12%
AmpC no deterg	-51%	66%[activator]	-17%	73%[activator]
HCMV antiviral	15	-17	64	-74*
Sm TGR inh	-3%	?	4%	-4%
AmpC inh detg	-6%	?	?	4%
FBPA Giardia inh	-4%	-20%	0%	0%
